NRP1-CendR mod – NRP-1/CendR interaction modulation. FAM-RPARPAR peptide binding to NRP-1, fluorescence polarization. inhibition, % at 25 µM. 360,000 tested, 0.85% active;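 active means inhibition or corrected inhibition above about 18%, plus a signal ratio from 0.5 to 1.5, limit read from the data, passing the limit was not always enough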; further: strong numbers were not always called active
DNMT1 inh – blocks human DNA methyltransferase DNMT1; DNMT1 molecular beacon, Hinp1I cleavage, fluorescence; AID 588458; 360,000 tested, 0.83% active; inhibition (reported as % activation of signal), % at 10 µM; in the data active means inhibition above about 50%
E coli Lon inh – inhibits E. coli Lon protease; 360,000 tested, 0.42% active; purified E. coli Lon protease, fluorescence polarization; P0A9M0; inhibition, % at 7.94 µM; AID 602123; in the data active means inhibition above about 13%, passing the limit was not always enough;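 further: 0% = enzyme with probe and DMSO and 100% = no enzyme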
MsrA act – bovine methionine sulfoxide reductase A activation; purified bovine MsrA, absorbance read-out; activation, % at 10.6 µM; 360,000 tested, 0.3% active; in the data active means activation above about 7.5%;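 further: 0% = vehicle and 100% = reference activator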
SUMO1 PPI mod – alters human SUMO1 binding to SIM partners; 360,000 tested, 0.33% active; P63165; inhibition, % at 20 µM; SUMO1 binding to a labelled peptide, TR-FRET, 1 h; in the data active means inhibition above about 37%
Target sequence (P63165 whole entry, looked up): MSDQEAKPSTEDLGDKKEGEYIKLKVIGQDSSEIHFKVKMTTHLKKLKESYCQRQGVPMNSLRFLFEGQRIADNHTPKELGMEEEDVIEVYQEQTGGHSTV
MsrA inhibitor – inhibitors of bovine MsrA; 360,000 tested, 0.75% active; purified bovine MsrA, absorbance read-out; AID 651718; inhibition, % at 15.5 µM; in the data active means inhibition above about 4.5%;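 further: 0% = vehicle wells with enzyme and 100% = reference inhibitor wells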
Scp1 inh – inhibitors of human Scp-1 phosphatase; inhibition, % at 20 µM; Q9GZU7; Recombinant Scp1, phosphopeptide, malachite green phosphate absorbance; 340,000 tested, 0.88% active; AID 493091;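 active means inhibition above about 50% at 20 µM, limit read from the data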;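 further: plate controls were DMSO wells with enzyme for no effect and wells lacking enzyme for full effect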
Target sequence (Q9GZU7 76-261 limits assumed): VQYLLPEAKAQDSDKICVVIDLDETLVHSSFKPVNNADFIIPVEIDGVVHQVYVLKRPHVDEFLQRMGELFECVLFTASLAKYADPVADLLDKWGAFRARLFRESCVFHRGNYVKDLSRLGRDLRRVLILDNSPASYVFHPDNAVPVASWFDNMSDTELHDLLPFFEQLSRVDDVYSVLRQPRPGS
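Times: enzyme reaction 45 min at room temperature, colour 5 min, stabilisation 30 min. Material: SCP-1 catalytic fragment, aa 76-261. Medium: Acidic Tris acetate buffer with magnesium and detergent. Signal: colorimetric free-phosphate detection, absorbance 630 nm. Read-out basis: % inhibition of SCP-1 phosphate liberation. Reagent: Phosphorylated 17-residue peptide substrate.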
LMPTP inh – LMPTP (human) inhibition. P24666. recombinant LMPTP-A, OMFP fluorogenic substrate, fluorescence intensity. inhibition, % at 20 µM. 360,000 tested, 0.22% active. AID 651560;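 active means compounds that cut the enzyme signal by at least half of the control window in the single-dose screen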;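 further: plate controls were DMSO wells with enzyme plus substrate for no effect and substrate without enzyme for full effect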
Target sequence (P24666 whole entry, looked up): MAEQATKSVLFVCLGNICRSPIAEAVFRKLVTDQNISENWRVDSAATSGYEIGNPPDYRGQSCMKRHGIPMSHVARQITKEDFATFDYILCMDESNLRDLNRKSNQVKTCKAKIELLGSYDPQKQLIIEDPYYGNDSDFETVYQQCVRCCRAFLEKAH
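Test system: LMPTP-A phosphatase enzyme; input: 0.625 nM LMPTP-A final; reagent: OMFP substrate, 400 µM final; compound dosing: 20 µM single dose, 3% DMSO; incubation: 50 min dark incubation at room temperature; measured by: endpoint fluorescence intensity from OMFP dephosphorylation; measure: % inhibition relative to no-enzyme and uninhibited control wells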
STEP inh – STEP (human) phosphatase inhibition | P54829 | recombinant STEP, OMFP fluorogenic substrate, fluorescence | inhibition, % at 20 µM | 360,000 tested, 0.25% active;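 active means inhibition at 20 µM, scaled per plate between control wells, above about 37%, limit read from the data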;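 further: 0% = DMSO with enzyme and substrate and 100% = substrate only without enzyme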
Target sequence (P54829 whole entry, looked up): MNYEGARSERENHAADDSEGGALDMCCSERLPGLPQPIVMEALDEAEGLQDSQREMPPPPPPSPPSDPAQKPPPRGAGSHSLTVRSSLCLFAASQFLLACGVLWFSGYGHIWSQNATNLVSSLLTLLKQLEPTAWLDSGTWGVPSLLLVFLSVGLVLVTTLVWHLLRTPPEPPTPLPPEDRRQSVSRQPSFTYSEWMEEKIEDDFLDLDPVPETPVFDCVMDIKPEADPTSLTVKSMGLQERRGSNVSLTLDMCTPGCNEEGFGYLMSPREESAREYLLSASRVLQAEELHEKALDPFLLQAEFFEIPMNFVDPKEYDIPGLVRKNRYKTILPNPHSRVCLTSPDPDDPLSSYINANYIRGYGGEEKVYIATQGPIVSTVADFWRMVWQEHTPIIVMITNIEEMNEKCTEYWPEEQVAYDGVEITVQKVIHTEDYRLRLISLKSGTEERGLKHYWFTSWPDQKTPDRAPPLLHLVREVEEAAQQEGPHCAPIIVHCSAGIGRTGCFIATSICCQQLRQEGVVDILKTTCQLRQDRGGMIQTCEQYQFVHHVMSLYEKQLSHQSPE
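Assay system: isolated STEP enzyme / Timing: 20 min at room temperature, dark / Doses: 20 µM, 1% DMSO / Technique: fluorescence intensity, excitation 480 nm, emission 540 nm / Reagent: fluorogenic phosphatase substrate OMFP at 25 µM final / Measure: percent inhibition scaled to no-enzyme and uninhibited-enzyme controls, plate-pattern corrected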
Tb MetRS inh – blocks T. brucei methionyl-tRNA synthetase activity. purified T. brucei MetRS, ATP depletion, Kinase-Glo luminescence. inhibition, % at 11.9 µM. 360,000 tested, 0.4% active. AID 624268;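 active means inhibition above a per-plate cutoff of the control wells' mean inhibition plus 3 SD, cut at about 5.5% in these data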;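 further: 0% = DMSO wells median and 100% = median of wells with control inhibitor compound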
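technique = Kinase-Glo luminescence, ATP depletion format | system = purified MetRS (methionyl-tRNA synthetase) enzyme from Trypanosoma brucei | timing = 15 min preincubation, 2 h reaction, all 25 °C | evaluation = percent inhibition versus plate control medians | dosing = single dose, 11.9 µM final nominal, 0.9% final DMSO | also added = substrates ATP, L-methionine and bulk Escherichia coli tRNA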
Starred values were filed as active, the others as inactive; . = not tested or not shown.

Under each structure: NRP1-CendR mod	DNMT1 inh	E coli Lon inh	MsrA act	SUMO1 PPI mod	MsrA inhibitor	Scp1 inh	LMPTP inh	STEP inh	Tb MetRS inh
1) CCOC(=O)c1cc(-c2ccc(N3CCOCC3)cc2)nn1-c1ccccc1C(=O)O
    -27	94*	-11	1	106*	-1.0	80*	58*	96*	-0.5
2) C/C(=N\NC(=O)CN1CCCCC1)c1ccccc1O
    -1	1	0	-4	1	-0.2	1	-1.6	-1	-0.8
3) NC(=O)CC[C@H](NC(=O)c1ccc(Cl)cc1)C(=O)NNC(=O)COc1cccc(Br)c1
    8	-2	-7	-2	1	2.3	-10	-0.2	-1	-0.1
4) CC1CCCN(C(=O)c2ccc([N+](=O)[O-])o2)C1 (stereo not drawn)
    1	1	-15	-1	-39	1.7	-11	0.0	-1	0.0
5) CCC(C)(C)NC(=O)CN(C(=O)CCC(=O)Nc1nccs1)c1ccc2c(c1)OCO2
    9	4	-4	-4	2	0.1	2	-2.2	1	-0.9
6) CC1(c2nnc(-c3ccc(F)cc3)o2)CC(c2cccc(Cl)c2)=NO1 (stereo not drawn)
    17	-3	2	-6	2	-1.1	-3	-1.6	1	-0.1
7) Cc1cc(-c2nc3ncccc3o2)ccc1NC(=S)NC(=O)c1ccco1
    -10	-8	-4	-4	3	0.9	-6	-0.9	-2	-0.1
8) CCOc1ccc(OCC)c(NC(=O)CN2CCN(C(=O)c3ccco3)CC2)c1
    7	-14	1	1	-1	-2.2	-5	0.7	-5	0.3
9) Cc1ccnc(NC(=O)C2CCN(S(=O)(=O)c3cccc4nonc34)CC2)c1
    8	-3	-7	-5	-23	2.0	6	-0.9	2	-0.5
10) CCOC(=O)c1c(C)c(C(=O)Nc2cc(F)ccc2F)c(C)n1C
    -7	4	-8	-13	-1	0.3	4	-0.4	0	-0.7
11) CCOC(=O)c1c(C)[nH]c(N=Nc2ccc(C)cc2)c1C
    -11	-5	-8	0	-4	2.5	0	1.9	-2	-0.3
12) C[N+](C)(CC#Cc1ccccc1)CC(=O)c1ccc(Cl)cc1
    -18	-4	-7	-3	-3	-0.3	-1	-0.7	-1	-0.8
13) COc1ccc(OC)c2[nH]c(=O)c(CCNC(=O)C(C)(C)C)cc12
    0	0	0	-1	-5	0.2	-6	1.1	1	-0.1
14) COc1cc(/C=N/n2cnc3scc(-c4cccs4)c3c2=O)cc(OC)c1OC
    2	0	4	-10	-2	-0.5	-5	0.2	0	-0.1
15) O=C(COc1ccc2ccccc2c1)NCC1CCCO1 (stereo not drawn)
    10	-2	.	.	-2	-0.6	4	-0.4	2	.
16) O=C(c1ccccc1)c1ccc(OCC(O)CN2CCCC2)cc1 (stereo not drawn)
    3	-1	-3	-5	2	1.0	-4	2.5	3	-0.4
17) Cc1ccc(/C=N/N2CCN(Cc3ccc(C)cc3)CC2)cc1
    5	7	1	-2	2	-1.1	-4	-0.3	1	0.3
18) CCc1ccc(NC(=O)NNC(=O)c2ccc3ccccc3c2O)cc1
    17	-11	-4	-5	1	0.1	-8	-1.2	0	-0.4
19) Oc1ccc(-n2nnnc2SCc2c(F)cccc2Cl)cc1
    -2	-4	7	-6	4	0.2	-8	0.2	-1	-1.1
20) CCOc1ccc(CN(Cc2ccco2)C(c2cccs2)c2nnnn2C(C)(C)C)cc1 (stereo not drawn)
    15	-4	13	-2	3	1.0	-2	3.2	2	0.7
21) CN(CC(=O)Nc1ccccc1Cl)C(=O)COC(=O)C1=COCCO1
    -1	1	-9	0	-4	0.2	-7	-0.7	0	-0.4
22) Cc1nc2nc(-c3ccccc3)nn2c(C)c1C
    -12	2	-1	2	9	-0.3	-5	0.8	3	-0.4
23) CC1CCC/C(=C\Nc2ccc(C(=O)O)cc2)C1=O (stereo not drawn)
    14	4	-1	-4	-7	1.1	-9	0.3	-9	-0.8
24) O=C(CCc1ccccc1)N/N=C\c1cc2c(cc1Br)OCO2
    14	1	3	-2	-18	-0.4	-11	0.8	2	0.1
25) O=C(Cn1nc(-c2ccccc2)ccc1=O)NCC1CCCO1 (stereo not drawn)
    2	-1	13	-5	-6	-0.2	-8	-3.0	3	0.2
26) COc1ccc(C(=O)C(C)OC(=O)CCN2C(=O)C3CC=CCC3C2=O)cc1 (stereo not drawn)
    8	5	-11	-4	2	-0.3	-5	-0.3	-2	0.2
27) CN(C)c1ccc(-n2cc3c(=O)n(C)c(=O)n(C)c3c2)cc1
    11	-6	-2	-6	4	1.3	-5	1.2	0	-0.6
28) COc1ccc(C2/C=C\CN(CC(C)C)CC(=O)N2Cc2cccc(F)c2)cc1 (stereo not drawn)
    -12	1	-8	-4	4	-1.5	1	-0.1	-2	-2.1
29) CCOC(=O)c1ccc(NS(=O)(=O)c2c(C)nc3sccn3c2=O)cc1
    20	-2	7	-2	2	1.8	-13	0.4	1	-0.2
30) Cc1ccc2occ(CN3CCN(c4ccccc4)CC3)c(=O)c2c1
    -4	1	-6	-5	2	1.4	-3	-1.9	1	-0.6
31) Cc1ccccc1N(C)S(=O)(=O)c1nnc(NC(=O)c2ccccc2F)s1
    -2	-4	-5	-5	16	0.3	-5	1.9	-1	0.3
32) CSCCC(NC(=O)c1ccco1)C(=O)NCCc1ccc(F)cc1 (stereo not drawn)
    0	2	-6	-5	-1	0.4	-5	-1.2	-2	-0.6
33) CCSC1=C(C#N)C(c2cccc(Br)c2)CC(=O)N1 (stereo not drawn)
    1	0	-4	-3	0	0.0	-6	0.4	1	-0.5
34) CN(C)CCNc1cc(-c2ccncc2)nc2ccccc12
    -13	12	-7	-1	-4	1.7	3	47	-2	0.2
35) O=[N+]([O-])c1cccc(-c2ccc(C(=S)N3CCN(c4ccc(F)cc4)CC3)o2)c1
    0	-12	-1	-4	-10	0.2	-4	-0.9	4	-1.1
36) C=CCn1c(=O)/c(=C2/SC(C)=C(C)N2CC)s/c1=C1/C(=O)N(CC)C(=S)N1c1ccccc1
    8	-2	7	-11	-19	-0.1	1	-0.1	0	-1.3
37) COc1ccc(S(=O)(=O)N2CCCC(C(=O)NCC3CCCO3)C2)cc1Cl (stereo not drawn)
    6	0	-11	-3	2	0.1	-5	-0.8	-3	-0.4
38) Cc1ccccc1NC(=O)c1ccc(C)c(S(=O)(=O)Nc2cccnc2)c1
    -12	-3	-5	-1	5	0.2	0	-1.4	1	0.0
39) Cc1ccc2nc(N(CCCN(C)C)C(=O)CS(=O)(=O)c3ccccc3)sc2c1
    5	1	-9	-2	8	-0.4	4	-0.7	0	-0.4
40) O=C1C=CC(=O)N1c1ccc(O)cc1
    -10	-9	-4	-10	8	0.6	-2	-0.5	-1	-0.2
41) CC(C)N(C(=O)Cn1cc(S(=O)(=O)CC(=O)NC2CCCCC2)c2ccccc21)C(C)C
    -4	1	-1	-1	-2	-0.2	-13	0.2	-2	0.0
42) COc1cccc(C(=O)NNC(=O)C(=O)Nc2cccc3ccccc23)c1
    0	1	-3	-10	0	0.7	-9	1.8	1	-0.8
43) CNc1cc(N2CCCCCC2)ccc1[N+](=O)[O-]
    -1	-1	8	-7	-29	0.4	-2	1.6	4	-0.8
44) Cc1c(NC(=O)c2ncn[nH]2)cccc1-c1nc2ccccc2s1
    -6	1	-7	-5	-4	0.3	37	-4.1	-5	-0.4
45) COC(=O)C1CCN(C(=O)c2ccc3nc(-c4cccc(OC)c4)oc3c2)CC1
    9	1	2	-3	7	-0.8	-2	0.2	2	0.6
46) C(=C\c1ccccc1)/CN1CCN(C(c2cccs2)c2nnnn2-c2ccc3c(c2)OCCO3)CC1 (stereo not drawn)
    4	-12	-5	2	3	-0.1	.	2.2	0	-0.2
47) CC(C)c1nnc(NC(=O)CCN2C(=O)c3ccccc3C2=O)s1
    -1	2	-7	-1	-6	-0.7	-3	-1.5	8	0.1
48) CCc1nnc2sc(-c3ccc(NC(=O)c4ccco4)cc3)nn12
    -15	-1	-2	-12	0	2.4	-7	0.5	3	-1.1
49) CC(C)OC(=O)c1c(N)sc2c1CCCC2
    12	-15	4	-1	-4	-0.8	6	3.2	6	-0.8
50) COc1ccccc1N1CCN(c2cc(N3CCCC3)nc(C)n2)CC1
    -1	7	-4	-4	0	-0.7	-8	1.1	1	-0.9
51) CCCC1(C)C(C#N)C(=O)NC(=O)C1C#N (stereo not drawn)
    -6	1	-1	0	-4	0.0	-5	-2.0	-1	0.3
52) Cc1c(C2(c3c(C)n(C)n(-c4ccccc4)c3=O)C(=O)Nc3ccc(F)cc32)c(=O)n(-c2ccccc2)n1C
    8	-9	-6	-2	-1	0.1	0	-2.7	-1	-0.7
53) CCCN(CC1CC1)C(=O)CCc1nnc(CCc2c[nH]c3ccccc23)o1
    19	1	-1	-12	0	1.3	-4	-0.2	2	-0.7
54) CC(C)c1cc(Cn2c3ccccc3c(=O)n2C(C)Cn2cc(-c3ccccc3)nn2)on1 (stereo not drawn)
    9	.	.	.	1	0.9	.	-1.2	.	0.4
55) Cc1cc(F)ccc1Oc1cc(NN2CCCCC2)c([N+](=O)[O-])cc1[N+](=O)[O-]
    4	5	-3	-1	8	-0.5	-6	2.3	5	-0.1
56) Oc1ccccc1N1CCN(Cc2ncc(-c3ccccc3)o2)CC1
    6	-6	-7	-1	0	1.8	0	3.9	1	0.8
57) CN(C)c1cccc(C(=O)N2CCC(n3nccc3NC(=O)C3CCOC3)CC2)c1 (stereo not drawn)
    4	0	-2	-3	2	1.0	-5	-1.9	-3	0.1
58) Cc1cc(C)c(S(=O)(=O)N2CCCCC2)c(C)c1N(C)S(=O)(=O)c1ccc(Cl)cc1
    9	-3	-4	4	1	1.5	-18	2.9	11	-0.3
59) COC(=O)NNC1=CC(=O)CC(C)(C)C1
    -1	-5	-3	-5	0	1.1	-4	-0.8	3	-0.1

4 entries from above in a different format.
entry | NRP1-CendR mod | DNMT1 inh | E coli Lon inh | MsrA act | SUMO1 PPI mod | MsrA inhibitor | Scp1 inh | LMPTP inh | STEP inh | Tb MetRS inh | Structure
14 | 2 | 0 | 4 | -10 | -2 | -0.5 | -5 | 0.2 | 0 | -0.1 | COc1cc(/C=N/n2cnc3scc(-c4cccs4)c3c2=O)cc(OC)c1OC
15 | 10 | -2 | . | . | -2 | -0.6 | 4 | -0.4 | 2 | . | O=C(COc1ccc2ccccc2c1)NCC1CCCO1 (stereo not drawn)
16 | 3 | -1 | -3 | -5 | 2 | 1.0 | -4 | 2.5 | 3 | -0.4 | O=C(c1ccccc1)c1ccc(OCC(O)CN2CCCC2)cc1 (stereo not drawn)
17 | 5 | 7 | 1 | -2 | 2 | -1.1 | -4 | -0.3 | 1 | 0.3 | Cc1ccc(/C=N/N2CCN(Cc3ccc(C)cc3)CC2)cc1

Screens (PubChem)
